NadD inh – NadD (S. aureus) enzyme inhibition; inhibition, % at 20 µM; AID 602399; 360,000 compounds, 0.78% hits; purified NadD enzyme, colorimetric absorbance read-out; in the data active = inhibition above about 26%; note: some compounds past the cut are filed as inactive
LMPTP inh – blocks human LMPTP phosphatase; P24666; recombinant LMPTP-A, OMFP fluorogenic substrate, fluorescence intensity; inhibition, % at 20 µM; 360,000 compounds, 0.22% hits;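 active = compounds that cut the enzyme signal by at least half of the control window in the single-dose screen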;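 note: plate controls were DMSO wells with enzyme plus substrate for no effect and substrate without enzyme for full effect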
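Test system: LMPTP-A, protein tyrosine phosphatase of low molecular weight; Input: 0.625 nM enzyme; Incubation: 50 min dark incubation at room temperature; Signal: endpoint fluorescence intensity from OMFP dephosphorylation; Read-out basis: % inhibition versus control wells.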
STEP inh – inhibitors of human striatal-enriched phosphatase STEP. P54829. recombinant STEP, OMFP fluorogenic substrate, fluorescence. inhibition, % at 20 µM. 360,000 compounds, 0.25% hits;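 active = inhibition at 20 µM, scaled per plate between control wells, above about 37%, limit read from the data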;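 note: 0% = DMSO with enzyme and substrate and 100% = substrate only without enzyme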
Target sequence (P54829 whole entry, looked up): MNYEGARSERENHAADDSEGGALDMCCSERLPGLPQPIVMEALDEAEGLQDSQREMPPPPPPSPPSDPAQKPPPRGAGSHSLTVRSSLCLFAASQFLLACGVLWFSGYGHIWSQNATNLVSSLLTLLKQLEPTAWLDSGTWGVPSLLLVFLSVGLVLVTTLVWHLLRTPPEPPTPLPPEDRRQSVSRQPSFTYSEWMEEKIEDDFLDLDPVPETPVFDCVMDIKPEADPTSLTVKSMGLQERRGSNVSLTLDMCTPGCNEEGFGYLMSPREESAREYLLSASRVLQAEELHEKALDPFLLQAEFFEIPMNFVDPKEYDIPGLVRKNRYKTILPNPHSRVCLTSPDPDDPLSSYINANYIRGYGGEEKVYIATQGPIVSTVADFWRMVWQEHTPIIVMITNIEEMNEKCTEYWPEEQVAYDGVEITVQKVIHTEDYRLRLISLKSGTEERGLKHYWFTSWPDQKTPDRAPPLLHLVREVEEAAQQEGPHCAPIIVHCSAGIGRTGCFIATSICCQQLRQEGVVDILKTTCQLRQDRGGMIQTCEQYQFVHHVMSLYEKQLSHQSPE
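Assay system: isolated STEP enzyme. Buffer or medium: pH 6.0 Bis-Tris with DTT and Tween 20. Also added: fluorogenic phosphatase substrate OMFP at 25 µM final. Dosing: 20 µM, 1% DMSO. Timing: 20 min reaction, room temperature, in the dark. Measured by: fluorescence intensity, excitation 480 nm, emission 540 nm. Evaluation: normalized % inhibition.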
Scp1 inh – Scp-1 (human) phosphatase inhibition; Q9GZU7; Recombinant Scp1, phosphopeptide, malachite green phosphate absorbance; inhibition, % at 20 µM; 340,000 compounds, 0.88% hits;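 active = inhibition above about 50% at 20 µM, limit read from the data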;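 note: plate controls were DMSO wells with enzyme for no effect and wells lacking enzyme for full effect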
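System: SCP-1 catalytic domain; Reagent: Phospho 17-mer peptide substrate; Doses: one concentration, 20 µM, with 1.0% DMSO; Incubation: 45 min room-temperature reaction, 5 min colour, 30 min stabiliser; Signal: Phosphate-binding colour reagent, absorbance read at 630 nm.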
MT1-MMP act inh – MT1-MMP (human) activation inhibition | P50281 | HT1080 RFP-PRO-GFP cells, GFP/RFP ratio fluorescence, overnight; percent of plate control window, DMSO zero | GFP/RFP ratio change, % at 20 µM | 360,000 compounds, 0.061% hits | AID 651647;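 active = GFP/RFP ratio change of at least 30% with cell ATP level not reduced by more than half and red fluorescence within 50% of control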; note: strong numbers were not always called active
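Test system: HT1080 RFP-PRO-GFP cells; Benchmarks: DMSO and RFP-L50D-GFP cell wells; Timing: cells overnight before dosing, compound overnight, 37 °C, 5% CO2; Compound: one 20 µM compound dose with 1% DMSO; Read-out: GFP/RFP fluorescence ratio.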
Rpn11 inh – blocks the human proteasome subunit Rpn11; O00487; human 26S proteasome, Ub4-pepOG fluorescence polarization; 20S core pre-blocked with epoxomicin; calls only at 20 µM; 360,000 compounds, 0.59% hits;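 active = inhibition at 20 µM, scaled to each plate's controls, above about 33%, limit read from the data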
Target sequence (O00487 whole entry, looked up): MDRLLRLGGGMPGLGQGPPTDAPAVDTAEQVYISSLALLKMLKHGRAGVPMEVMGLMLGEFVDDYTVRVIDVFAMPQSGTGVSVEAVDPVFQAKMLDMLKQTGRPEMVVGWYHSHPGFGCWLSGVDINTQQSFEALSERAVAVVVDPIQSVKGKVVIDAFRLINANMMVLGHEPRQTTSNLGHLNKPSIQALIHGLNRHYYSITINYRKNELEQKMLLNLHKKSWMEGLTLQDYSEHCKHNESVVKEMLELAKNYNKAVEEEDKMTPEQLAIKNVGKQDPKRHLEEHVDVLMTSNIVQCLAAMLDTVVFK
NRP1-CendR mod – modulators of CendR peptide binding to human neuropilin-1 | O14786 | FAM-RPARPAR peptide binding to NRP-1, fluorescence polarization | inhibition, % at 25 µM | 360,000 compounds, 0.85% hits | AID 602438;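 active = inhibition or corrected inhibition above about 18%, plus a signal ratio from 0.5 to 1.5, limit read from the data, passing the limit was not always enough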; note: strong numbers were not always called active
SUMO1 PPI mod – modulators of human SUMO1-mediated protein-protein interactions. 360,000 compounds, 0.33% hits. P63165. inhibition, % at 20 µM. SUMO1 binding to a labelled peptide, TR-FRET, 1 h; in the data active = inhibition above about 37%
Target sequence (P63165 whole entry, looked up): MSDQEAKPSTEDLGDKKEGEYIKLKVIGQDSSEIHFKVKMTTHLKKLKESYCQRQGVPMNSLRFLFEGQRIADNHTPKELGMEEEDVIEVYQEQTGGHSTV
DNMT1 block – DNMT1 (human) enzyme inhibition | AID 588458 | 360,000 compounds, 0.83% hits | DNMT1 molecular beacon, Hinp1I cleavage, fluorescence | inhibition (reported as % activation of signal), % at 10 µM | P26358; in the data active = inhibition above about 50%
SKN-1 block – C. elegans SKN-1 inhibition; C. elegans VP596 Pgst-4::GFP/RFP ratio, acrylamide-induced, 24 h; inhibition, % at 21.8 µM; 360,000 compounds, 0.49% hits;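 active = interference check ratio from 0.5 to 1.5 plus GFP to RFP signal ratio inhibition reaching or exceeding a fixed threshold, cut at about 30% in these data, passing the limit was not always enough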; note: some compounds called inactive have numbers as strong as hits
Active calls of the source: *; i = inactive; . = not tested or not shown. This is a random part of the collection; any-hit rate near 3.9%.

compound,NadD inh,LMPTP inh,STEP inh,Scp1 inh,MT1-MMP act inh,Rpn11 inh,NRP1-CendR mod,SUMO1 PPI mod,DNMT1 block,SKN-1 block
C/C(CC(=O)NC1CCCCC1)=N\NC(=O)COc1ccc(C)cc1Br,-6,0.6,0,1,-1,i,16,0,-1,-22
CCOC(=O)[C@H]1[C@H]2COc3ccc(OC)cc3[C@@H]2N2C(=O)c3cc(F)c(F)cc3NC(=O)[C@@]12C,1,-0.6,1,-6,-7,i,13,5,-1,-8
O=C(CSc1ccc2nnc(-c3ccccc3)n2n1)N1CCCc2ccccc21,7,0.6,0,-2,0,i,-9,-5,0,4
COc1ccc(C2N(c3ccc4c(c3)OCCO4)C(=O)C2(F)F)cc1OC (stereo not drawn),-11,1.2,0,-12,3,i,-2,2,-2,2
Cc1occc1C(=O)NCc1ccccc1,1,0.7,-1,-12,9,i,4,0,0,-6
CCSc1nc2ccccc2n1CC(N)=O,-10,-0.1,-3,6,3,i,1,3,-1,-16
CN1CCN(C(=O)c2cnn3c2NC(c2ccccc2)CC3C(F)(F)F)CC1 (stereo not drawn),-9,-2.3,-2,-14,6,i,-8,-2,2,-2
CCn1ccnc1CN1CCC(n2nccc2NC(=O)CCc2ccccc2)CC1,-3,-1.3,-1,-8,1,i,7,4,1,0
O=[N+]([O-])c1ccc(-c2cn(-c3ccccc3F)c(=S)[nH]2)cc1,7,0.2,0,0,3,i,-11,-8,3,-2
O=C(CN1C(=O)COc2ccccc21)N1CCN(C2CCCCC2)CC1,2,2.2,-1,-4,0,i,-4,-1,1,15
Cc1ccc(NC(=O)CSc2nnc(-c3cc(C)[nH]n3)n2N)c(C)c1,2,-2.3,-3,1,0,i,11,1,-2,-14
COc1ccc(-c2csc(NC(=O)CN3C(=O)C4CCCCC4C3=O)n2)c(OC)c1 (stereo not drawn),-3,0.9,-2,5,7,i,8,0,-6,-3
CC(=O)NC1=NC(=O)/C(=C/N2CCOCC2)S1,-4,-1.4,1,-2,9,i,0,-14,3,-2
Cc1ccc(S(=O)(=O)N/N=C\c2cc3c(cc2[N+](=O)[O-])OCO3)cc1,-5,-0.5,-2,1,-2,i,3,-23,-2,-4
C/C=C(/C)C(=O)Nc1cccc(C2=NOC3(C2)C[C@H](C(N)=O)N(C(=O)Cc2ccc([N+](=O)[O-])cc2)C3)c1 (stereo partly drawn),5,-0.4,-1,-2,1,i,9,-20,4,14
C/C(CC(=O)N1CCN(C=O)CC1)=N\NC(=O)c1ccc(Cl)cc1,1,-0.6,3,-3,-3,i,-4,2,-4,2
COc1cccc(NC(=O)CSc2nc3ccccc3c(=O)n2CCCC(=O)NCC2CCCO2)c1 (stereo not drawn),-2,-2.1,-4,-3,-8,i,8,2,4,-8
O=C(O)CSCC(=O)N(c1ccccc1)c1ccccc1,-1,-2.6,-1,-10,2,i,0,0,0,1
Cc1ccc(OCC(=O)Nc2ccc3c(c2)CCC3)c([N+](=O)[O-])n1,-8,-0.8,1,-12,-2,i,-5,-19,-1,2
O=C(OCCCc1cc2ccccc2c(=O)o1)c1ccc(C(F)(F)F)cc1,-10,0.0,1,-7,1,i,4,7,16,-1

Entries listed so far containing fluorine, in the order listed:
compound,NadD inh,LMPTP inh,STEP inh,Scp1 inh,MT1-MMP act inh,Rpn11 inh,NRP1-CendR mod,SUMO1 PPI mod,DNMT1 block,SKN-1 block
CCOC(=O)[C@H]1[C@H]2COc3ccc(OC)cc3[C@@H]2N2C(=O)c3cc(F)c(F)cc3NC(=O)[C@@]12C,1,-0.6,1,-6,-7,i,13,5,-1,-8
COc1ccc(C2N(c3ccc4c(c3)OCCO4)C(=O)C2(F)F)cc1OC (stereo not drawn),-11,1.2,0,-12,3,i,-2,2,-2,2
CN1CCN(C(=O)c2cnn3c2NC(c2ccccc2)CC3C(F)(F)F)CC1 (stereo not drawn),-9,-2.3,-2,-14,6,i,-8,-2,2,-2
O=[N+]([O-])c1ccc(-c2cn(-c3ccccc3F)c(=S)[nH]2)cc1,7,0.2,0,0,3,i,-11,-8,3,-2
O=C(OCCCc1cc2ccccc2c(=O)o1)c1ccc(C(F)(F)F)cc1,-10,0.0,1,-7,1,i,4,7,16,-1

(more compounds)
compound,NadD inh,LMPTP inh,STEP inh,Scp1 inh,MT1-MMP act inh,Rpn11 inh,NRP1-CendR mod,SUMO1 PPI mod,DNMT1 block,SKN-1 block
Cn1ncc(Br)c1C(=O)N1CCN(C(=O)c2ccco2)CC1,2,-1.1,0,1,2,i,-3,1,-1,3
Cn1cccc1Cc1nnc(SCC(=O)N2CCN(c3ccccc3)CC2)n1-c1ccc(F)cc1,-3,-0.4,0,-8,2,i,7,-5,-3,3
COCc1ccccc1C1=CC(=O)C[C@H](c2ccc(OC)cc2)C1,-3,0.6,0,-14,7,i,20,2,9,21
COc1ccc(/C=N/NC(=O)CCc2c(C)n[nH]c2C)cc1O,-1,-2.1,-2,-6,2,i,-2,-1,-4,-3
CCOC(=O)c1c(C)[nH]c(C)c1-c1ccccc1OC,-2,-2.6,-4,-10,6,i,14,0,-1,-26
COc1ccc(OC)c(/C=C/C(=O)OCC(=O)NCc2ccco2)c1,-9,-1.2,2,-12,1,i,-12,-14,0,2
COc1ccccc1C(CC(=O)Nc1nccs1)c1ccco1 (stereo not drawn),13,0.0,-2,1,-2,i,-7,3,-6,5
COC(C[C@H]1O[C@H]1[C@@H](O)[C@H](C)OCc1ccccc1)OC,-4,0.4,0,-8,8,i,1,1,5,6
Clc1ccc(OCCn2cnc(Cl)c2Cl)cc1,-5,1.9,-3,-17,-1,i,1,-3,3,20
CC1(C)CC(N(Cc2ccccc2)C(=O)Cc2ccccc2)CCO1 (stereo not drawn),-9,0.0,1,-3,1,i,8,-1,-1,5
CCOc1ccccc1OCCCC(=O)N1CCN(S(=O)(=O)c2ccccc2C#N)CC1,-6,-1.8,-3,.,-1,i,-8,-1,-1,10
COc1ccccc1NC(=O)Cn1cc(C(=O)c2ccco2)c2ccccc21,-4,1.1,-6,-1,2,i,6,2,-5,3
CN(Cc1ccccc1)S(=O)(=O)c1nnc(NC(=O)c2ccccc2)s1,6,-1.0,0,-11,-1,i,-14,0,-2,-12
COc1ccc(CCNC(=O)CSc2nnc(-c3cccc(F)c3)o2)cc1OC,2,0.0,0,-6,1,i,9,2,1,-1
c1ccc(Cn2nnc3c(N4CCc5ccccc5C4)ncnc32)cc1,0,3.5,-2,-1,2,i,5,2,-5,19
O=C(CCN1C(=O)C2CCCCC2C1=O)Nc1cc([N+](=O)[O-])ccc1Cl (stereo not drawn),-5,-1.3,-1,-8,-2,i,8,-30,4,9
Cc1ccc2c(c1)=N/C(=N\c1[nH]c(O)c3ccccc13)N=2,-2,0.0,-3,.,-6,.,-5,-18,5,5
COc1ccc(CNC(=O)C2CCNCC2)cc1,-4,-0.5,-1,1,-5,i,4,-2,4,-9
COc1ccc(Nc2nc(C)cc(C)c2C(N)=O)cc1OC,1,-1.4,0,-5,0,i,6,1,1,23
Cc1nnc(SCC(=O)NCCN2C(=O)CSC2=O)s1,-1,-1.8,5,-2,5,i,-3,0,3,-1

Continuation:
compound,NadD inh,LMPTP inh,STEP inh,Scp1 inh,MT1-MMP act inh,Rpn11 inh,NRP1-CendR mod,SUMO1 PPI mod,DNMT1 block,SKN-1 block
COc1cccc(CN2CCN(Cc3ccc(O)cc3)CC2CCO)c1 (stereo not drawn),-6,-0.9,0,-6,0,i,-2,-1,-3,2
COc1cc2[nH]ccc(=O)c2cc1OC,5,0.4,2,-1,3,i,11,-1,0,2
O=C(NC1CCCCC1)N1CCCC(c2nc3ccccc3[nH]2)C1 (stereo not drawn),-4,-1.9,0,1,7,i,-6,-1,0,4
O=C1c2cccnc2C(=O)N1Cc1ccc(Cl)cc1,3,-1.2,2,-1,-2,i,7,-6,-2,0
COc1ccc(NS(=O)(=O)c2cc(NC(=O)c3ccc(=O)[nH]n3)ccc2N2CCOCC2)cc1,4,0.6,3,-2,-4,i,-5,-5,1,4
C/C(N)=C(/C#N)C(=O)CSc1n[nH]c(-c2cccs2)n1,0,-0.7,-2,4,1,i,-2,2,-1,-4
COc1ccc(NC(=O)COC(=O)c2cc(=O)c3ccccc3o2)cc1OC,-5,0.0,1,-7,4,i,6,-9,0,1
Cc1ccc(Cn2ncc3c(N4CCCC4)ncnc32)cc1,-6,-1.2,-1,-8,-4,i,4,1,0,-14
O=C(NCCc1ccccc1)c1ccc(-c2ccccc2Cl)o1,-7,4.5,2,1,-5,i,6,4,-4,2
COc1ccccc1C(=O)n1nc(-c2ccco2)nc1N,-2,-0.3,0,-2,0,i,1,2,-4,10
Cc1cccn2c(=O)c(C(=O)NCCCN3CC(C)CC(C)C3)c(O)nc12 (stereo not drawn),1,-2.8,3,-7,7,i,6,-6,2,17
O=C(Nc1cccc(Cl)c1)c1cc(-c2ccco2)on1,-5,2.6,-1,-9,1,i,-9,-2,-5,39*
Cn1c(=O)c2c(nc(CN3CCc4ccccc4C3)n2CC(=O)c2ccccc2)n(C)c1=O,8,0.6,-1,7,-11,i,-10,4,1,8
O=C(NC(=S)Nc1cccc([N+](=O)[O-])c1)C1CCCCC1,-6,0.4,0,-13,-6,i,13,-2,1,3

One compound at a time (already shown). Screens in order: NadD inh | LMPTP inh | STEP inh | Scp1 inh | MT1-MMP act inh | Rpn11 inh | NRP1-CendR mod | SUMO1 PPI mod | DNMT1 block | SKN-1 block
Cn1c(=O)c2c(nc(CN3CCc4ccccc4C3)n2CC(=O)c2ccccc2)n(C)c1=O in the list: 8 | 0.6 | -1 | 7 | -11 | i | -10 | 4 | 1 | 8
COc1ccc(NC(=O)COC(=O)c2cc(=O)c3ccccc3o2)cc1OC in the list: -5 | 0.0 | 1 | -7 | 4 | i | 6 | -9 | 0 | 1
Cc1ccc(Cn2ncc3c(N4CCCC4)ncnc32)cc1 in the list: -6 | -1.2 | -1 | -8 | -4 | i | 4 | 1 | 0 | -14

2 compounds from above, showing only MT1-MMP act inh.
canonical_smiles	MT1-MMP act inh
COc1ccccc1NC(=O)Cn1cc(C(=O)c2ccco2)c2ccccc21	2
C/C=C(/C)C(=O)Nc1cccc(C2=NOC3(C2)C[C@H](C(N)=O)N(C(=O)Cc2ccc([N+](=O)[O-])cc2)C3)c1 (stereo partly drawn)	1
